RXFP1 antagonist – antagonists of human relaxin receptor RXFP1; Q9HBX9; HEK293-RXFP1, relaxin-stimulated cAMP HTRF, 30 min; active compounds read low; activity change, negative = inhibition, % at 57.5 µM; actives 0.59% (n = 350,000); AID 1259400;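 active = activity change of -60% or lower, but not beyond a set lower limit; inconclusive = change between -60% and -40%, or beyond the set limit; inactive = change above -40%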; also: % is scaled to controls: 0 for no effect and ±100 for the full control effect
D2 PAM – positively modulates the human D2 dopamine receptor allosterically | actives 0.34% (n = 340,000) | potentiation, % at 10 µM | HEK293 T-REx D2, calcium flux, EC20 dopamine potentiation;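 active = potentiation over 3 SD above the plate norm, cut at about 30% in these data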; also: 0% is about no effect
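Using a no-wash calcium dye in inducible, force-coupled HEK293 Trex cells expressing D2, we tracked fluorescence each second for 180 s after compound, then for 180 s after EC20 dopamine to detect augmented signalling.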
Anesthetic bind – candidate novel general anesthetic via apoferritin binding; P02791; Potency, µM (series often up to 77.5 µM), for inactives: at the highest dose activity change, negative = displacement, most hits filed as inhibitors; actives 0.074% (n = 350,000); AID 485281; apoferritin/1-aminoanthracene competitive binding, fluorescence; also: potency is read from the fitted curve at half-maximal effect; % is scaled to controls: 0 for no effect and ±100 for the full control effect; nearly all actives have a fitted effect of over 20% in size
Target sequence (P02791 2-175 limits assumed): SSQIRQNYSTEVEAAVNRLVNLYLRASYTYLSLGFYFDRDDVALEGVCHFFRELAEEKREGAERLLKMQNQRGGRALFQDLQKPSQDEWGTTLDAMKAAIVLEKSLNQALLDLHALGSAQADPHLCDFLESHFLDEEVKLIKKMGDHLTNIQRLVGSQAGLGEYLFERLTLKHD
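Steps: apoferritin (10 uM) was premixed with half-saturated 1-AMA in PBS, compounds were pin-transferred, plates stood 10 min at room temperature, fluorescence was read at 380/535 nm, and curves were fitted with a Hill equation.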
D1 antagonist – antagonists of human D1 dopamine receptor | P21728 | HEK293 TREx D1 cells, calcium flux, dopamine EC80; active compounds read low | activity change, negative = inhibition, % at 10 µM | actives 3.2% (n = 360,000); in the data active = activity change below about -30%; also: % is scaled to controls: 0 for no effect and ±100 for the full control effect
Target sequence (P21728 whole entry, looked up): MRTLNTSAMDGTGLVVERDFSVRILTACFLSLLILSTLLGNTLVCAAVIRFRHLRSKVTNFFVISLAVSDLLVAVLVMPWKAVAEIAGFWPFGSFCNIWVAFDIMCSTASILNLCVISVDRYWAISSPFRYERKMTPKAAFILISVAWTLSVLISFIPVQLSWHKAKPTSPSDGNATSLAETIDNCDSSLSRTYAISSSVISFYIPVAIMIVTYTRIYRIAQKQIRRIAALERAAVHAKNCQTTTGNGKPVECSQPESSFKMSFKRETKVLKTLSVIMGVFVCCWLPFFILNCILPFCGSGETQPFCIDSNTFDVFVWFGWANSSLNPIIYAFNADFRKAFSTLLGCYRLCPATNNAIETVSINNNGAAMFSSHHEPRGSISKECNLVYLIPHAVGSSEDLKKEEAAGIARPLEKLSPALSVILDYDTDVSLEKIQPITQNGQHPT
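Kinetic fluorescence of a calcium dye serves as the read-out. D1-expressing Hek293 Trex cells, induced overnight at 30 C, are exposed to compound for 180 s before an EC80 dopamine addition, then read 180 s further.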
D1 potentiator – human D1 dopamine receptor positive modulation. HEK293 TREx D1 cells, calcium flux, dopamine EC20 potentiation. actives 0.036% (n = 360,000). potentiation, % at 10 µM. P21728; in the data active = potentiation above about 30%; also: 0% is about no effect
TRHR enhancer – allosterically enhances the human TRH receptor; P34981; TRHR cells, fluo-8 calcium fluorescence, EC20 TRH enhancement; enhancement, % at 2 µM; actives 0.66% (n = 360,000); in the data active = enhancement above about 30%; also: 0% is about no effect
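TRHR-expressing cells loaded with fluo-8 calcium dye were read kinetically (ex 480/em 530) during compound addition, then stimulated with an EC20 of TRH (10 nM final). Enhancement of the Gq-mediated intracellular calcium response was scored.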
D1 ag – activates the human D1 dopamine receptor. HEK293 T-REx D1 cells, calcium flux, agonist mode. activation, % at 2 µM. P21728. actives 1% (n = 360,000). AID 504660; in the data active = activation above about 30%; also: 0% is about no effect
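Tetracycline-induced HEK293 TREx D1 cells, force-coupled to calcium signalling, were dye-loaded with a no-wash calcium kit. Compound was pin-added after a 10 s baseline. Fluorescence was read kinetically at 1 cycle/s for 180 s, with calcium rises flagged as agonism.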
RXFP1 ag – RXFP1 (human) receptor agonism | actives 0.3% (n = 370,000) | Q9HBX9 | HEK293T-RXFP1 cAMP TR-FRET, 30 min; response scale: percent of porcine relaxin response, buffer zero | Potency, µM (series often up to 57.5 µM), for the others: at the highest dose activation, usual class: activators; also: potency is read from the fitted curve at half-maximal effect; % is scaled to controls: 0 for no effect and ±100 for the full control effect; nearly all actives have a fitted effect of over 60% in size; many of its hits are not listed in these tables
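HEK293T cells stably expressing RXFP1 were pretreated with the PDE4 inhibitor Ro 20174, exposed to compounds for 30 min at 37C, lysed, and cAMP was read by TR-FRET. Data normalized to buffer (basal) and 29 nM porcine relaxin (100%).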
TRHR agonist – TRH receptor (human) agonism | P34981 | activation, % at 2 µM | TRHR cells, calcium flux fluo-8, FDSS agonist mode | actives 0.18% (n = 360,000) | AID 493084; in the data active = activation above about 30%; also: 0% is about no effect
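TRHR-expressing cells loaded with fluo-8 calcium dye; 23 nL library compound pin-transferred, kinetic FDSS fluorescence (Ex 480/Em 530) recorded about 180 s for agonist-induced calcium release, before a 10 nM TRH EC20 addition for potentiator mode.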
* marks the source's active call; other numbers are inactive results; u = inconclusive; x = not tested or not shown; [ ] = remark or other dose. Unless noted, calls follow the shape of the dose curve; as a rule, active = well fitted curve in the direction sought with a large enough effect; inconclusive = small, poorly fitted or top-dose-only effect, or another doubt; inactive = no such curve, though single readings can be large; an effect the other way counts as inactive or inconclusive.

SMILES	RXFP1 antagonist	D2 PAM	Anesthetic bind	D1 antagonist	D1 potentiator	TRHR enhancer	D1 ag	RXFP1 ag	TRHR agonist
Cc1ccnc(NC(=O)Nc2ccc3c(c2)OCO3)c1	-12	9	0%	-4	-3	-7	4	-0.4%	3.9
Cc1nonc1NC(=O)CSc1nc2ccc(Cl)cc2[nH]1	-5	x	2%	-8	-11	-2	9	-0.5%	-0.2
COc1ccc(C2CC(=O)c3cc(-c4nc(-c5cccc([N+](=O)[O-])c5)cs4)c(=O)n(-c4ccccc4C)c3C2)cc1 (stereo not given)	x	3	44%[activator]	12	-1	16	0	-2.0%	-0.7
Cc1ccc(Oc2c(C(F)(F)F)oc3c(CN4CCC(C)CC4)c(O)ccc3c2=O)cc1	-5	8	-1%	-7	3	2	-1	-0.3%	-0.1
Cc1ccc(O)c(NC(=O)C2CCCN2C(=O)OCc2ccccc2)c1 (stereo not given)	2	1	-11%	3	2	4	4	-3.6%	-0.5
C#CCOCCOCCOCCNc1nc(N2CCN(C(=O)C([C@@H](C)CC)n3cc(C(N)CC(C)C)nn3)CC2)nc(N2CCN(C(=O)[C@H](CCC(=O)O)n3cc(C(N)Cc4ccc(O)cc4)nn3)CC2)n1 (stereo not given in full)	x	8	-8%	-15	-4	-3	-2	1.9%	-0.4
CC1Sc2ccc(S(=O)(=O)CCC(=O)N(C)Cc3ccco3)cc2NC1=O (stereo not given)	5	-5	-11%	-21	-3	-1	7	3.7%	-0.1
CCC(C(=O)NC1CCCC1)n1nc(C)n2c(cc3occc32)c1=O (stereo not given)	-5	-1	-6%	-3	-1	-3	-1	16%	1.3
Cc1ncc(CO)c2c1Oc1nc(-c3ccc(Cl)cc3)nc(SCC(=O)N3CCCCC3)c1C2	-16	3	5%	-2	-1	5	1	0.7%	0.8
CC(c1ccco1)N(C(=O)C12CC3CC(CC(C3)C1)C2)c1ccccn1 (stereo not given)	-7	-1	-7%	8	-2	4	1	-1.4%	0.2
CCNC(=S)Nc1cc(OC)c(NC(=O)c2ccco2)cc1OC	-11	-8	-4%	-5	0	0	2	-1.4%	-0.3
Cc1ccc2nc(COc3ccccc3NC(=O)c3ccc(F)cc3)cc(=O)n2c1	7	8	52%[activator]	-2	0	3	-1	5.1%	0.5
COc1ccc(CC(=O)n2c(CC#N)nc3ccccc32)cc1OC	14	10	-7%	9	-3	8	-3	-1.4%	0.7
CC(C)(C)C(=O)Cn1c(=N)n(Cc2ccccc2)c2ccccc21	-22	0	-1%	8	-3	-1	-1	1.4%	0.3
Cn1c(=O)c2c(nc(N3CCCCC3)n2C)n(C)c1=O	-27	30*	-9%	-9	-9	5	3	6.7%	-1.7
Cc1cc(C)cc(N2C(=O)CC(n3nc(C)cc3C)C2=O)c1 (stereo not given)	2	4	-19%	-43*	-8	11	3	1.3%	0.6
COc1ccc([N+](=O)[O-])cc1N1C(=O)c2cccc3cccc(c23)C1=O	-8	-3	-7%	13	-8	-5	1	1.2%	-0.9
O=C(CCC1N=C2c3ccccc3N=C(SCc3ccc(Cl)cc3)N2C1=O)NCc1ccco1 (stereo not given)	16	4	u	-12	-3	3	4	0.8%	0.9
COc1ccc(C(=O)COC(=O)c2ccc(NC(C)=O)cc2)cc1[N+](=O)[O-]	-7	-1	-21%	-2	-6	-3	1	2.2%	3.1
COc1ccccc1C1=NOC(COC(=O)c2ccc([N+](=O)[O-])cc2)C1 (stereo not given)	-4	-8	-6%	-1	-1	-2	0	-0.1%	-0.2
CCOc1ccc(C(=O)Nc2ccccc2-c2ccccc2)cc1Cl	-6	7	-4%	6	5	11	5	1.7%	0.5
CCOC(=O)CNC(=O)CSc1nnc(-c2ccco2)n1N	3	-7	-12%	0	1	-11	3	0.8%	0.0
C=CCNC(=O)c1ccc(-c2cccc([N+](=O)[O-])c2)o1	-7	-5	-8%	-15	-2	5	1	1.5%	-0.9
CCc1ccc(CNC(=O)c2cc3ccccn3n2)cc1	-2	-1	-3%	-3	-7	3	4	0.4%	0.4

Reformatted with bars between the fields: three of the compounds above.
SMILES | RXFP1 antagonist | D2 PAM | Anesthetic bind | D1 antagonist | D1 potentiator | TRHR enhancer | D1 ag | RXFP1 ag | TRHR agonist
Cc1ncc(CO)c2c1Oc1nc(-c3ccc(Cl)cc3)nc(SCC(=O)N3CCCCC3)c1C2 | -16 | 3 | 5% | -2 | -1 | 5 | 1 | 0.7% | 0.8
CC(c1ccco1)N(C(=O)C12CC3CC(CC(C3)C1)C2)c1ccccn1 (stereo not given) | -7 | -1 | -7% | 8 | -2 | 4 | 1 | -1.4% | 0.2
CCNC(=S)Nc1cc(OC)c(NC(=O)c2ccco2)cc1OC | -11 | -8 | -4% | -5 | 0 | 0 | 2 | -1.4% | -0.3

Compound profiles, from the list above:
Cc1cc(C)cc(N2C(=O)CC(n3nc(C)cc3C)C2=O)c1 (stereo not given) in the list: RXFP1 antagonist = 2; D2 PAM = 4; Anesthetic bind = -19%; D1 antagonist = -43*; D1 potentiator = -8; TRHR enhancer = 11; D1 ag = 3; RXFP1 ag = 1.3%; TRHR agonist = 0.6
CCc1ccc(CNC(=O)c2cc3ccccn3n2)cc1 in the list: RXFP1 antagonist = -2; D2 PAM = -1; Anesthetic bind = -3%; D1 antagonist = -3; D1 potentiator = -7; TRHR enhancer = 3; D1 ag = 4; RXFP1 ag = 0.4%; TRHR agonist = 0.4

Quoted at random: 2 compounds from above, in no set order.
SMILES	RXFP1 antagonist	D2 PAM	Anesthetic bind	D1 antagonist	D1 potentiator	TRHR enhancer	D1 ag	RXFP1 ag	TRHR agonist
COc1ccc([N+](=O)[O-])cc1N1C(=O)c2cccc3cccc(c23)C1=O	-8	-3	-7%	13	-8	-5	1	1.2%	-0.9
CCC(C(=O)NC1CCCC1)n1nc(C)n2c(cc3occc32)c1=O (stereo not given)	-5	-1	-6%	-3	-1	-3	-1	16%	1.3

Assay outcomes as filed in PubChem BioAssay.

Some of the compounds tested. The share of hits here may be higher or lower than overall.
